# TRHR enhancer: TRH receptor (human) allosteric enhancement. TRHR cells, fluo-8 calcium fluorescence, EC20 TRH enhancement. P34981. AID 493056. 360,000 compounds, 0.66% hits. enhancement, % at 2 µM; in the data active = enhancement above about 30%; note: 0% is about no effect
#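 TRHR-expressing cells loaded with fluo-8 calcium dye were read kinetically (ex 480/em 530) during compound addition, then stimulated with an EC20 of TRH (10 nM final). Enhancement of the Gq-mediated intracellular calcium response was scored.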
# TRHR agonist: agonists of human TRH receptor | P34981 | 360,000 compounds, 0.18% hits | TRHR cells, calcium flux fluo-8, FDSS agonist mode | AID 493084 | activation, % at 2 µM; in the data active = activation above about 30%; note: 0% is about no effect
#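 Agonist-mode FDSS calcium read (Ex 480/Em 530, 1 s cycles) in 1536-well TRHR cells with fluo-8 dye, after 10-cycle baseline and 23 nL compound addition; TRH at EC20 (10 nM final) added afterwards for the enhancer phase.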
# Apoferritin bind: binds horse apoferritin like a general anesthetic; apoferritin/1-aminoanthracene competitive binding, fluorescence; Potency, µM (doses to about 77.5 µM), inactives show at the top dose activity change, negative = displacement, actives largely listed as inhibitors; 350,000 compounds, 0.074% hits; P02791; AID 485281; note: potency is the fitted concentration of half-maximal effect; % is set by controls: 0 for no effect and ±100 for the full control effect; nearly all actives have a fitted effect of over 20% in size
# Target sequence (P02791 2-175 limits assumed): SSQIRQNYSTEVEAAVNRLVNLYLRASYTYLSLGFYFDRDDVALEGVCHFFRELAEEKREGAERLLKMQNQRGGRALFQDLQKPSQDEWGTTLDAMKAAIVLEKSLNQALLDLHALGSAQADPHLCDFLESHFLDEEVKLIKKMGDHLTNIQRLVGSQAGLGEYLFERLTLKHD
#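 Probe: 1-aminoanthracene (50% saturated, PBS). Protein: horse-spleen apoferritin, 10 uM. Incubation: 10 min, room temperature. Detection: 380 nm excitation, 535 nm emission. Analysis: normalized response, four-parameter Hill.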
# RXFP1 antag: RXFP1 (human) relaxin receptor antagonism; Q9HBX9; HEK293-RXFP1, relaxin-stimulated cAMP HTRF, 30 min; stronger effect = lower value; activity change, negative = inhibition, % at 57.5 µM; 350,000 compounds, 0.59% hits;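 active = activity change of -60% or lower, but not beyond a set lower limit; inconclusive = change between -60% and -40%, or beyond the set limit; inactive = change above -40%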; note: % is set by controls: 0 for no effect and ±100 for the full control effect
# Target sequence (Q9HBX9 whole entry, looked up): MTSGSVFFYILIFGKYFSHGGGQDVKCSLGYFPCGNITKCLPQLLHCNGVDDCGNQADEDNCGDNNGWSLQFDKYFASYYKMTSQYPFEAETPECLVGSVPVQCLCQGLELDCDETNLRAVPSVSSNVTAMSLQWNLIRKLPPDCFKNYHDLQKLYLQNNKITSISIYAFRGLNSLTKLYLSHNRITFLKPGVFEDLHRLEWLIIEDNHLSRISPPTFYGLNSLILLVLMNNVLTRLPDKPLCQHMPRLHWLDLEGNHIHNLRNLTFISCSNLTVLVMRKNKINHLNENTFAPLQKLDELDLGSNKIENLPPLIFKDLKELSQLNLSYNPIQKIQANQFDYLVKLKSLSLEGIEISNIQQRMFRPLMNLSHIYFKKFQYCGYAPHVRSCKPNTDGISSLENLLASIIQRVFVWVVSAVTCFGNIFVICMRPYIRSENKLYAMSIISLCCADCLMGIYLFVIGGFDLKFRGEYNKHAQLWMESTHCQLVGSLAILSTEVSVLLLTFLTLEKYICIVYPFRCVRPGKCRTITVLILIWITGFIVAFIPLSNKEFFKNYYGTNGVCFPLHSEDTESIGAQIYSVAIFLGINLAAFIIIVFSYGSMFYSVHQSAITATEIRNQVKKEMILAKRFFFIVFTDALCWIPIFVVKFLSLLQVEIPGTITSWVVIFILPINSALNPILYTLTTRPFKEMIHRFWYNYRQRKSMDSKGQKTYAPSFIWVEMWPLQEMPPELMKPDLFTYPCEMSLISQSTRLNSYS
# D1 potentiator: human D1 dopamine receptor positive modulation. potentiation, % at 10 µM. P21728. HEK293 TREx D1 cells, calcium flux, dopamine EC20 potentiation. 360,000 compounds, 0.036% hits; in the data active = potentiation above about 30%; note: 0% is about no effect
# D1 ag: agonists of human D1 dopamine receptor; activation, % at 2 µM; 360,000 compounds, 1% hits; HEK293 T-REx D1 cells, calcium flux, agonist mode; in the data active = activation above about 30%; note: 0% is about no effect
#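 Inducible HEK293 T-REx D1 cells, force-coupled to calcium signalling, were plated at 4000 cells/well with tetracycline and held overnight at 30 C. After no-wash calcium dye loading, compound-evoked calcium rise over 180 s flagged agonists.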
# RXFP1 agonist: agonists of human relaxin receptor RXFP1; Q9HBX9; HEK293T-RXFP1 cAMP TR-FRET, 30 min; response scale: percent of porcine relaxin response, buffer zero; Potency, µM (series often up to 57.5 µM), for inactives: top-dose activation, hits mostly activators; 370,000 compounds, 0.3% hits; AID 2676; note: potency is the fitted concentration of half-maximal effect; % is set by controls: 0 for no effect and ±100 for the full control effect; nearly all actives have a fitted effect of over 60% in size; many of its hits are not listed in these tables
#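 Agonist response is measured as cAMP accumulation in an RXFP1-transfected HEK293T line under PDE4 inhibition. Values are scaled between buffer-only and 29 nM porcine relaxin, and EC50s come from standard Hill equation fits.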
# D1 antagonist: blocks dopamine activation of the human D1 receptor; P21728; HEK293 TREx D1 cells, calcium flux, dopamine EC80; stronger effect = lower value; activity change, negative = inhibition, % at 10 µM; 360,000 compounds, 3.2% hits; in the data active = activity change below about -30%; note: % is set by controls: 0 for no effect and ±100 for the full control effect
#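 Tetracycline-induced HEK293 Trex D1 cells, force-coupled to calcium, dye-loaded; compounds added and read 180 s, then EC80 dopamine added and calcium flux tracked kinetically another 180 s.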
# D2 PAM: positively modulates the human D2 dopamine receptor allosterically. HEK293 T-REx D2, calcium flux, EC20 dopamine potentiation. potentiation, % at 10 µM. 340,000 compounds, 0.34% hits. AID 485347;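 active = potentiation over 3 SD above the plate norm, cut at about 30% in these data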; note: 0% is about no effect
#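 Potentiation of an EC20 dopamine calcium response is measured in a force-coupled, tetracycline-inducible Hek293 Trex D2 line. Compound-only kinetic reads over 180 s flag agonists before dopamine addition.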
# * = called active by the depositor; ? = inconclusive; nt = not tested or not shown; & = joins results of further samples; ! = a repeat was not active; [ ] = another dose, or the depositor's remark. Unless noted, calls come from the whole dose curve; as a rule, active = well fitted curve in the direction sought with a large enough effect; inconclusive = small, poorly fitted or top-dose-only effect, or another doubt; inactive = no such curve, though single readings can be large; an effect the other way counts as inactive or inconclusive.
SMILES,TRHR enhancer,TRHR agonist,Apoferritin bind,RXFP1 antag,D1 potentiator,D1 ag,RXFP1 agonist,D1 antagonist,D2 PAM
Cc1cc2ccccc2nc1SCC(=O)NC1CCCC1,4,-0.1,-13%,12,-2,0,?,7,10
CCOc1ccc(S(=O)(=O)N2CCN(c3ccc(C)cc3C)CC2)cc1,-6,0.3,71%[activator],-7,-4,0,0.0%,-18,-15
CCCc1nc(SC)ncc1C(=O)N1CCN(c2ccc(Cl)cc2)CC1,8,-0.8,?,-25,4,-1,-0.1%,-4,-11
COc1ccc(OC)c(/C=N/NC(=O)CC(=O)NCc2ccccc2)c1,2,-0.3,63%[activator],-6,-4,0,3.5%,-9,9
CCCCC(=O)Nc1ccc(NC(=O)c2cnccn2)cn1,8,0.1,-18%,-4,-8,4,0.6%,-13,-6
COC(=O)COc1ccccc1C(=O)Nc1ccc(OC)cc1,-2,0.2,-11%,-27,-12,-1,-0.1%,-5,-4
COC(=O)[C@@]1(Cc2ccccc2)[C@H]2c3cc(C(=O)N4CCCC4)n(CCSCCO)c3C[C@H]2CN1C(=O)c1ccccc1,5,1.0,-12%&7%,nt,-1,1,1.1%,5,18
C/C(CC(=O)Nc1cccnc1)=N\NC(=O)C(C)Oc1ccc(Cl)cc1Cl (configuration not stated),-1,0.0,7%,11,2,0,-1.3%,0,-3
COc1ccc(Cl)cc1/C=C/c1ccc2cccc(O)c2n1,16,0.4,-13%,6,2,0,1.3%,6,nt
CN1C(=S)SC(N2OC3C(=O)N(c4ccccc4)C(=O)C3C2c2ccc(Cl)cc2)C1(C)C (configuration not stated),-6,-0.6,-23%,-2,-5,5,1.0%,3,5
N#Cc1c(C(F)(F)F)cc(-c2ccc(Cl)c(Cl)c2)nc1SCCN1CCOCC1,-8,0.9,-21%,2,-8,4,-1.5%,-5,-22
Cc1nc2cc(C(=O)NCc3cccnc3)ccc2n1-c1ccc(F)cc1F,10,0.8,-3%,1,0,0,1.7%,21,-8
Cn1c(=O)c2c(nc(NC3CCCCC3)n2CC(=O)C23CC4CC(CC(C4)C2)C3)n(C)c1=O,-4,-0.3,-2%,-3,-4,20,1.0%,20,-2
Cn1nnnc1SCC(=O)NC1CCCc2ccccc21 (configuration not stated),4,0.5,-4%,-6,0,3,-2.3%,3,23
CCN(CC)C(=O)/C(=C\c1ccc(Br)cc1)NC(=O)c1ccccc1OC,1,-0.2,-21%,11,4,0,-0.3%,0,5
COc1ccc(NC(=O)Nc2ccc3c(c2)CCC3)c(OC)c1,0,-0.5,?,-6,-4,-2,-2.6%,nt,-16
Cc1ccc2c(=O)c(C(=O)c3ccc(F)cc3)cn(CC(=O)NCc3ccccc3Cl)c2n1,-1,-0.6,-1%,-2,-4,2,?,-5,-6
CCCc1nnc(NC(=O)c2nc(S(=O)(=O)Cc3ccc(C)cc3)ncc2Cl)s1,-5&-5,0.0&-0.9,-10%&-10%,-11,0&-1,3&1,-2.9%&1.2%,-4&-20,-3&-3
COc1ccc(CNC(=O)CCCN2C(=O)NC3(CCCC3)C2=O)cc1,-3,-0.4,nt,7,2,0,1.4%,-1,-7
O=C(CN1CCN(c2ccc(F)cc2)CC1)c1ccc(O)cc1O,0,-0.4,-1%,6,-4,7,1.3%,-4,6
Cc1cnc(CN(C)C(=O)CC2C(=O)NCCN2CCCc2ccccc2)[nH]1 (configuration not stated),3,0.2,2%,0,-2,4,-0.6%,8,4
O=C(Nc1cccc(Cl)c1)OCc1ccccn1,-10,-0.9,?,-1,-7,3,0.0%,-4,6
Cc1nc(SCC(=O)NCC(F)(F)F)c2c(-c3cccs3)csc2n1,-6,-1.7,-8%,0,-2,1,1.6%,11,1
CC(C)Cn1c(=S)[nH]c2ccccc2c1=O,5,-0.2,-16%,-5,5,-1,1.8%,-13,12
CCCCS(=O)CC(O)COCC (configuration not stated),1,0.4,-1%,-8,-1,2,-0.5%,-9,10
Cc1cc(C)n2nc(CCc3ccccc3)nc2n1,-11,0.2,-20%,8,1,2,0.3%,7,-10
CN1C(=O)[C@H]2[C@@H](/C=C/c3ccccc3)N3C(=O)CN(CC4CC4)C(=O)[C@@]3(C)[C@H]2C1=O,1,0.6,-11%,nt,-4,1,0.2%,-20,6
O=c1c(Cl)c(N2CCNCC2)cnn1C12CC3CC(CC(C3)C1)C2,-7,1.6,-7%,-7,-9,2,-4.6%,1,-11
CCOCc1nnc(NC(=O)c2c(OC)cccc2OC)s1,-11,0.1,-8%,-8,-1,4,1.3%,-8,17
CC(NCCC(c1ccccc1)c1ccccc1)c1ccccc1 (configuration not stated),-2,3.7,-11%&-20%,-40,7,60*,-1.5%,17,-5
Cc1cc(NC(=O)CSc2nnc(-c3ccncc3)n2-c2ccccc2)no1,2,2.4,-4%,0,-7,1,-0.1%,-2,nt
COc1ccc2nc3ccccc3nc2c1,49*,1.0,126%[activator],nt,4,-1,0.8%,-14,-2
CSc1nnc(Cc2cc(=O)[nH]c(=O)[nH]2)n1-c1cc(C)ccc1C,0,0.0,-7%,2,1,2,0.1%,8,15
O=C(O)CC(=O)NC12CC3CC(CC(C3)C1)C2,-1&-1,0.6&0.5,?,12&22,-4&-2,1&1,-0.1%&2.4%,-24&-15,-4&-7
O=C(O)/C=C\c1cccc(-n2cnnn2)c1,4,0.3,0%,4,-8,3,1.1%,-14,7
CCOc1ccccc1C(=O)N(Cc1cc(OC)c(OC)c(OC)c1)C1CCS(=O)(=O)C1 (configuration not stated),0,-0.1,-8%,8,-1,0,-0.5%,-13,nt
Cc1cc(C)cc(OCC(=O)OCC(=O)NC2CCCC2)c1,21,-0.6,nt,2,-1,5,-2.7%,-1,nt
COc1ccc(CCNC(=O)CCCn2nc(C)c3sc4ccccc4c3c2=O)cc1OC,5,0.5,-3%,-18,2,1,14%,13,-2
O=C(COC(=O)c1ccccc1[N+](=O)[O-])NNC(=O)c1cccs1,-4,-0.5,-4%,2,-4,0,1.1%,4,1
O=C(CSc1nnc(COc2ccccc2)n1-c1ccccc1)c1ccccc1,-1,0.3,?,-6,5,10,0.2%,-5,-1
Cn1cnnc1SCC(=O)NCCc1ccc(Cl)cc1Cl,20,-0.8,-2%,-1,0,-1,0.0%,-3,-6
O=C(Nc1ccc2c(c1)OCO2)c1sc2cc(Cl)ccc2c1Cl,-2,0.7,-13%,1,-6,3,5.3%,4,-11
Oc1ccccc1C1=Nc2ncnn2C(c2ccc(F)cc2)C1 (configuration not stated),-1,-0.4,-18%,-1,-5,0,-0.5%,-42*,-14
CCn1cc(C(=O)O)c(=O)c2cnc(N3CCN(C(=S)NC(=O)c4ccc(Cl)cc4)CC3)nc21,0,-0.1,-10%,6,-13,1,0.0%,0,11
COc1ccc(NS(=O)(=O)c2ccc(N3CCCCS3(=O)=O)cc2)cc1Cl,0,1.1,0%,-3,0,20,0.1%,-30*,-4
CN(Cc1cccc2cnccc12)C(=O)c1cc(COc2ccc(F)cc2F)on1,6,-0.1,?,-14,-6,11,4.2%,7,11
COC(=O)c1ccc(NC(=O)CSc2ccc(-c3cccs3)nn2)cc1,1,0.5,8%,-12,-4,3,13%,3,-2
Fc1ccc(Cn2nnnc2C(c2cccs2)N2CCCCCC2)cc1 (configuration not stated),-1,0.3,1%,-34,-18,7,0.6%,-37*,1
COc1cccc(CNC(=O)CCNS(=O)(=O)c2cccc3nsnc23)c1,-9&2,-0.5&-0.5,-11%&-3%,-9,-1&0,1&0,2.6%&0.5%,-73*!,-1
CCOC(=O)CNC(=O)CNC(=O)c1ccc(OCC(C)C)cc1,10,-0.7,-19%,-15,-7,3,0.1%,5,-9

# Next results.
SMILES,TRHR enhancer,TRHR agonist,Apoferritin bind,RXFP1 antag,D1 potentiator,D1 ag,RXFP1 agonist,D1 antagonist,D2 PAM
O=C(NCC1CCCN1S(=O)(=O)c1cccs1)c1cccc([N+](=O)[O-])c1 (configuration not stated),-3,-0.3,nt,8,-2,4,0.3%,-1,-16
O=C(NC12CC3CC(CC(C3)C1)C2)C1CCCN1C(=O)Nc1ccccc1 (configuration not stated),5,0.4,-5%,1,-2,0,0.9%,15,15
CCOc1cccc(-n2nnnc2-c2ccc(OC)cc2)c1,1,-1.4,1%,1,2,-3,-1.2%,22,-7
COc1ccc(C(=O)NC(C)c2nnc(SCC(=O)NC3CCCC3)n2C)cc1 (configuration not stated),5,0.0,-5%,-38,-5,4,0.0%,-1,0
O=C(CN1CCCN(Cc2ccc(F)cc2Cl)C1=O)NC1CCCCCCC1,-6,-0.8,?,-2,-13,3,1.4%,-5,-4
COc1ccc(CNC(=O)C(c2ccco2)N(Cc2cccs2)C(=O)Cc2cccs2)cc1 (configuration not stated),3,-1.6,-12%,-1,7,29,-0.5%,-14,nt
C=CCc1cccc(CNc2nc3ccccc3n2CCC)c1O,-5,-0.2,-6%,-20,-7,7,3.0%,-2,-18
COCCn1c(C)cc(C(=O)COc2ncnc3ccc(Br)cc23)c1C,-1,0.2,-13%,-7,-2,6,5.1%,-12,2
CNS(=O)(=O)c1cn(CC(=O)N2CCN(c3ccc(C(C)=O)cc3)CC2)cc1S(=O)(=O)NC,3,-0.4,9%,-8,-1,1,-0.2%,2,2
Cc1cccc(/C=N/NC(=O)Cn2nccc2C)n1,-1,-0.4,-4%,6,0,7,0.7%,-8,3
COc1cc(CNc2ccc3[nH]c(=O)[nH]c3c2)cc(Br)c1OCC(=O)NC(C)(C)C,4,0.4,?,-20,2,2,1.2%,6,5
CCOc1cc2[nH]c(=O)n(CCCCCC(=O)NC3CCCC3)c(=O)c2cc1OCC,-3,-1.0,-1%,-7,-3,-1,-1.7%,5,-6

# Some of these compounds in order of molar mass, largest number first.
SMILES,TRHR enhancer,TRHR agonist,Apoferritin bind,RXFP1 antag,D1 potentiator,D1 ag,RXFP1 agonist,D1 antagonist,D2 PAM
COc1ccc(C(=O)NC(C)c2nnc(SCC(=O)NC3CCCC3)n2C)cc1 (configuration not stated),5,0.0,-5%,-38,-5,4,0.0%,-1,0
CN1C(=O)[C@H]2[C@@H](/C=C/c3ccccc3)N3C(=O)CN(CC4CC4)C(=O)[C@@]3(C)[C@H]2C1=O,1,0.6,-11%,nt,-4,1,0.2%,-20,6
Cc1nc2cc(C(=O)NCc3cccnc3)ccc2n1-c1ccc(F)cc1F,10,0.8,-3%,1,0,0,1.7%,21,-8
COc1ccc(CNC(=O)CCCN2C(=O)NC3(CCCC3)C2=O)cc1,-3,-0.4,nt,7,2,0,1.4%,-1,-7

# High-throughput results from PubChem.

# A portion of the library (hit frequency here may not be typical).
